Compound activity: PubChem BioAssay, National Center for Advancing Translational Sciences (NCATS)
FH mod = Identification of activators of human fumarate hydratase by quantitative high-throughput screening; FH coupled MDH/diaphorase resazurin fluorescence, 15 min; Potency, µM (series often up to 79.9 µM), for inactives: top-dose activity change, negative = inhibition, most hits filed as inhibitors; hit rate 0.22% among 54,000; further: potency means the concentration at half of the fitted maximal effect; on the % scale 0 is the no-effect control and ±100 the full control effect; the screen sought activators but most active calls are inhibition curves; nearly all actives have a fitted effect of over 45% in size
GALK inhibitor = inhibitors of human galactokinase (GALK) | P51570 | recombinant GALK, Kinase-Glo ATP luminescence, 1 h | Potency, µM (highest dose often 57.5 µM), inactives show at the highest dose activity, negative = inhibition, usual class: inhibitors | 44,000 tested, under 10 active;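 further: plate controls were full GALK reaction for no effect and reaction lacking GALK for full effect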
Target sequence (P51570 whole entry, looked up): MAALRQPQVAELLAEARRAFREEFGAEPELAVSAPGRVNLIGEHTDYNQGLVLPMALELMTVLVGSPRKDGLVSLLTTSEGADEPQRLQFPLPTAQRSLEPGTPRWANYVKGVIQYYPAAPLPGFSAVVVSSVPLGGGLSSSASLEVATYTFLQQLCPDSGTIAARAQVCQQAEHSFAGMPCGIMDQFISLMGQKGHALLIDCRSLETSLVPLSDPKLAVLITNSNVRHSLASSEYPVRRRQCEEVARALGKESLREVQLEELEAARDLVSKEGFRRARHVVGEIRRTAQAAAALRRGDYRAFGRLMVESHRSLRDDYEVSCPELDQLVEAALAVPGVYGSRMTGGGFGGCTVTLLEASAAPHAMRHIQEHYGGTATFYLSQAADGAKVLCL
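Reactions with and without enzyme served as controls. GALK at 5 nM phosphorylates 100 uM galactose using 35 uM ATP (HEPES pH 8.0, Mg2+) for 1 h at RT, with luminescence read 10 min after adding Kinase-Glo Plus.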
p53null 32C tox = kills p53 null cells at the permissive temperature | Potency, µM (top dose mostly 46.1 µM), for inactives: at the highest dose activity change, negative = cytotoxicity, actives largely listed as cytotoxic | hit rate 0.62% among 55,000 | H1299-neo p53 null cells, ATP luminescence, 24 h, 32C;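 further: potency means the concentration at half of the fitted maximal effect; 0% = DMSO only and -100% = full killing by 100 µM tamoxifen; nearly all actives have a fitted effect of over 55% in size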
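We seeded p53-null H1299-neo cells, incubated them overnight at 37C, and added compounds across a range up to 46 uM. After 24 hours at 32C, ATP reagent was applied for 20 min at room temperature and luminescence recorded.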
B2AR arrestin ag = beta-arrestin recruitment by human beta2-adrenergic receptor ligands; 44,000 tested, under 10 active; HTLA Tango cells, beta-arrestin recruitment, luciferase luminescence, 18 h; AID 1347077; Potency, µM (titrated, usually from 46.1 µM), for inactives: at the top dose activation, hits mostly activators; P07550;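 further: potency means the concentration at half of the fitted maximal effect; 0% = DMSO and full agonism = EC100 isoproterenol or metaproterenol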
Target sequence (P07550 whole entry, looked up): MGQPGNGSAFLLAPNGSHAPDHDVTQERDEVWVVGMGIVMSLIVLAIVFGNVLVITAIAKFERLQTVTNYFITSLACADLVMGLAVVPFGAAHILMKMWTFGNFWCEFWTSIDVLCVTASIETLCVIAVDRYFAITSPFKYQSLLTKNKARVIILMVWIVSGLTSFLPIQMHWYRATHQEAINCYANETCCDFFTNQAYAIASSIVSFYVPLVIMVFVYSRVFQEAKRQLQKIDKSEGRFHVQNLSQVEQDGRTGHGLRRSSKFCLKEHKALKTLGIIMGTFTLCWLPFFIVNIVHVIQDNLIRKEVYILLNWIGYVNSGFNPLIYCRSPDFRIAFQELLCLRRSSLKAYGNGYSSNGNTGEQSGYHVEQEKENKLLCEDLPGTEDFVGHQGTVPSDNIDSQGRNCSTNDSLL
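Receptor–beta-arrestin recruitment read by tTA-responsive luciferase: compound titrations (up to 46 µM) incubated 18 h with Tango cells, then luminescent substrate 15 min at room temperature. Concentration-response fits classified by r2, efficacy and activity.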
TSG101-PTAP inh = TSG101-PTAP interaction inhibition, HIV-1 budding; Q99816; 44,000 tested, under 10 active; Potency, µM (top dose mostly 115 µM), inactives show top-dose activity change, negative = inhibition, usual class: inhibitors; Fluorescence polarization, FITC-PTAP peptide/Tsg101, 20 min; further: potency means the concentration at half of the fitted maximal effect; 0% is about no effect
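Fluorescence polarization: Tsg101 binding domain (10 uM final) in 10 mM HEPES pH 7.5, 0.15 M NaCl, 0.01% Tween 20, 3 mM EDTA, 0.1 mM TCEP; compounds pinned; FITC-PTAP peptide 50 nM final; 20 min, r.t.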
NTMT1 inhibitor = NTMT1 methyltransferase inhibition; hit rate 2.5% among 59,000; Q9BV86; NTMT1 MTase-Glo SAH luminescence, purified enzyme; Potency, µM (doses to about 114 µM), inactives show at the top dose activity change, negative = inhibition, actives largely listed as inhibitors;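 further: potency means the concentration at half of the fitted maximal effect; plate controls were DMSO vehicle for no effect and no enzyme for full effect; nearly all actives have a fitted effect of over 65% in size; many of its hits are not listed in these tables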
Target sequence (Q9BV86 whole entry, looked up): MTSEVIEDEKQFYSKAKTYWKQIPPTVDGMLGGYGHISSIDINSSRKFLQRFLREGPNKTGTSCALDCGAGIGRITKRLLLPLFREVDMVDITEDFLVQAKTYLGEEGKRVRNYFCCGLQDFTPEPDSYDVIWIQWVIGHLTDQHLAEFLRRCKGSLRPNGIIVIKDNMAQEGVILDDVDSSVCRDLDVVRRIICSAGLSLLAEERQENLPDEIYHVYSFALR
p53null 39C tox = selectivity test: cytotoxicity in p53 null cells, nonpermissive temperature. H1299 p53-null (neo) cells, 39C, ATPlite viability, 24 h. Potency, µM (highest dose often 46.1 µM), for inactives: top-dose activity, negative = cell killing, actives largely listed as cytotoxic. hit rate 0.97% among 55,000;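 further: potency means the concentration at half of the fitted maximal effect; 0% = DMSO only and -100% = full killing by 100 µM tamoxifen; nearly all actives have a fitted effect of over 50% in size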
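Luminescent ATP signal reported cell survival after H1299 lines (neo, p53 null; or p53 A138V) received up to 46 uM compound and 24 hr incubation at 39C.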
* hit, by the source's call; ? = inconclusive; · = no result given; [ ] = remark or other dose. The call rests on the fitted dose curve; in most records, active means well fitted curve in the direction sought with a large enough effect; inconclusive means small, poorly fitted or top-dose-only effect, or another doubt; inactive means no such curve, though single readings can be large; an effect the other way counts as inactive or inconclusive.

SMILES | FH mod | GALK inhibitor | p53null 32C tox | B2AR arrestin ag | TSG101-PTAP inh | NTMT1 inhibitor | p53null 39C tox
COc1ccc(N2CC(NC(=O)Cc3cccs3)CC2=O)cc1OC (stereo not drawn) | 4% | -1% | 6% | -4% | 3% | 2% | -18%
O=C(Nc1cnn(Cc2ccc(Cl)cc2Cl)c1)c1noc2c1CCc1ccccc1-2 | · | 5% | 5% | 0% | -1% | · | 27%
Cc1nn(-c2ccccc2)c2nc(C3CC3)cc(C(=O)Nc3ccccc3F)c12 | -11% | 0% | 7% | 1% | -3% | -5% | -6%
CCOc1ccc(NC(=O)c2ccc3c(c2)CCN3S(=O)(=O)c2ccc(Cl)cc2)cc1 | -12% | 1% | -6% | -2% | -7% | -12% | -7%
Cc1ccc(C(=O)N2c3ccc(C)cc3C(C)(c3ccccc3)CC2(C)C)cc1 (stereo not drawn) | -3% | -1% | 21% | 0% | -3% | -5% | 12%
COc1ccccc1OC(C)C(=O)N1CCC(c2nc3ccccc3s2)CC1 (stereo not drawn) | -21% | 4% | -8% | -4% | 5% | -6% | -6%
Cc1ccc(-c2nnc(Nc3ccc(OCC(N)=O)cc3)c3ccccc23)cc1S(=O)(=O)NCC1CCCO1 (stereo not drawn) | ? | 4% | 21% | 0% | 2% | -4% | 13µM*
Cc1nc(-c2ccc(S(=O)(=O)N3CCN(c4cccc(C(F)(F)F)c4)CC3)cc2)co1 | -10% | -1% | 0% | 0% | -17% | 10% | 5%
COc1ccc(-c2cc(C(=O)NCCc3ccccc3)c3c(-c4ccc(Cl)cc4)[nH]nc3n2)cc1 | 9% | 2% | -7% | 0% | 0% | 16% | -30%
CC(=O)c1cccc(NC(=O)CN2C(=O)c3cccnc3Sc3ccccc32)c1 | -21% | 1% | -13% | 0% | 0% | -9% | -15%
Cc1nn(C(=O)c2ccc(Cl)cc2)c(C)c1Sc1ccc(Cl)cc1 | -27% | 1% | 46%[activator] | -1% | -1% | 9% | -85%
CCOC(=O)c1cnn(-c2ccc(C(=O)Nc3cc(OC)c(OC)c(OC)c3)cc2)c1N | -24% | -1% | 3% | 0% | -6% | 89µM* | -13%
CCCCOc1cccc(C(=O)N(Cc2ccc(N(C)C)cc2)C2CCS(=O)(=O)C2)c1 (stereo not drawn) | -17% | 2% | 9% | -2% | -6% | ? | -6%
CC(=O)N1CCCc2ccc(NC(=O)c3ccc(OC(C)C)cc3)cc21 | 9% | -1% | -23% | 1% | -2% | -3% | ?
Cc1cc(F)ccc1NC(=O)C1CCCN(S(=O)(=O)c2ccc3c(c2)CCCC(=O)N3)C1 (stereo not drawn) | -3% | -1% | 1% | 0% | -2% | 10% | -20%
CCc1ccccc1NC(=O)CCOc1ccccc1 | -2% | 0% | -9% | -1% | -2% | -5% | 19%
Cc1ccccc1-c1noc(-c2cc(C(C)C)[nH]n2)n1 | -20% | 2% | -11% | 1% | -5% | ? | ?
Cc1ccc2nc(CN3CCN(C(=O)Nc4ccc(C)c(F)c4)CC3)oc2c1 | 26% | -4% | 13% | 0% | -9% | -4% | 10%
CCC1CN(C(=O)Nc2cccc(OC)c2)c2ccccc2O1 (stereo not drawn) | -3% | -1% | 30% | -1% | -2% | -17% | 49%[activator]
COc1ccc(Cn2c(C(=O)O)c(CNCCc3ccco3)c3ccc(OC)cc32)cc1 | -30% | 4% | -5% | 1% | 5% | -10% | ?
COc1cccc(CNC(=O)CCc2c(C)c3cc4c(C)c(C)oc4cc3oc2=O)c1 | 0% | 4% | 5% | 1% | -3% | -17% | 13%
COCCNC(=O)C1CCC(CNS(=O)(=O)c2ccc3c(c2)CC(C)N3C(C)=O)CC1 (stereo not drawn) | 5% | 0% | 0% | 0% | -2% | -5% | -18%
Cc1ccc(-n2nc3c(=O)n(CC(=O)Nc4ccccc4F)nc(C)c3c2C)c(C)c1 | ? | -1% | 19% | -3% | -1% | 14% | -8%
COc1cccc(N2CCN(c3ncnc4c3c(-c3ccccc3)cn4-c3ccc(C)cc3)CC2)c1 | 2% | 1% | -7% | -1% | -3% | 2% | 30%[activator]
COc1cc(NC(=O)CCc2c(C)nn(-c3ccc4nncn4n3)c2C)cc(OC)c1OC | -7% | -8% | -5% | -1% | 1% | -18% | 21%
CCOC(=O)c1c(S(=O)(=O)NCC(=O)Nc2ccc(F)cc2C)c(C)n(C)c1C | -2% | -8% | 5% | -3% | -8% | ? | 7%
CCOC(=O)c1ccc(NC(=O)c2nn(C)c3c2COc2ccccc2-3)cc1 | -14% | 4% | 6% | -1% | 3% | -7% | -2%
COc1cc(NC(=O)CCCc2nnc3n(C)c(=O)c4sccc4n23)cc(OC)c1OC | 3% | 0% | 7% | -1% | -9% | -2% | -25%
Oc1c(C(c2ccc(Cl)cc2)N2CCOCC2)sc2nc(-c3ccco3)nn12 (stereo not drawn) | -15% | 3% | -10% | -5% | 1% | -5% | -4%
Cc1ccc(-n2nc(CO)c(C(=O)NC(C)CCCc3ccccc3)n2)cc1C (stereo not drawn) | -21% | -4% | 23% | -1% | 1% | ? | 6%
COCc1nn2cc(-c3ccc(C)cc3)nc2s1 | 5% | -4% | 10µM* | -1% | 1% | ? | 10µM*
COc1ccc(CCNC(=O)CCCCn2c(=O)c3ccccc3n(Cc3ccccc3Cl)c2=O)cc1OC | -2% | 0% | 1% | -1% | -6% | 11% | -4%
COc1ccc(OC)c(CCNC(=O)c2c(C)oc3ncn(C)c(=O)c23)c1 | 4% | 1% | -1% | 1% | -3% | 4% | -12%
Cc1ccc(CN(Cc2cccn2-c2nnc(N3CCCC3=O)s2)C(=O)Nc2cc(C)cc(C)c2)cc1 | -13% | 10% | ? | -2% | 1% | 17% | -9%
N#Cc1c(-n2ncnc2-c2ccccc2Cl)sc2c1CCCCC2 | -15% | 0% | 1% | 0% | 0% | 9% | 0%
COc1ccc(C2=NS(=O)(=O)N(C)C(C(=O)Nc3cc(C)ccc3O)=C2)cc1OC | -26% | -15% | 4% | -3% | -1% | -7% | -7%
CCOC(=O)C1=C(CS(=O)(=O)c2ccc(Br)cc2)NC(=O)NC1c1ccccc1 (stereo not drawn) | 6% | 5% | 4% | 1% | 2% | -2% | 10%
Cc1ccc(C)c(N2CCN(C(=O)c3cnn(C(C)(C)C)c3C3CCN(C(=O)OC(C)(C)C)CC3)CC2)c1 | -22% | 3% | 12% | 0% | -8% | 0% | 21%
Cc1cccc(NC(=O)CSc2cc(C)c3ccccc3n2)c1 | 1% | -13% | -23% | 1% | -3% | -3% | -4%
COC(=O)c1c(NC(=O)c2ccccc2C(=O)O)sc2c1CCCC2 | -19% | 0% | -9% | -2% | 1% | ? | -16%
CCc1ccc(NS(=O)(=O)c2ccc3[nH]cc(C(=O)NCCc4cccc(C)c4)c(=O)c3c2)cc1 | -2% | 1% | 9% | -1% | -7% | 1% | 20%
O=S(=O)(NCCc1csc2nc(-c3ccc(Cl)cc3)nn12)c1ccc(Oc2ccccc2)cc1 | -2% | 3% | -7% | -4% | 1% | 13% | 10%
COC(=O)c1ccc(NC(=O)C2CCN(C(=O)c3ccc(F)cc3)CC2)cc1 | -5% | 0% | 2% | -2% | -4% | 6% | 34%[activator]
Fc1ccc(-n2ncc3c(Nc4ccc(Oc5ccccc5)cc4)ncnc32)cc1 | 2% | -2% | -8% | 1% | -2% | -1% | -29%
Cc1ccc2cccc(NC(=O)c3ccc(OC(C)C)cc3)c2n1 | -21% | -1% | -3% | -3% | -6% | 0% | 27%
CCN(CC)CCNC(=O)c1c2c(nc3ccccc13)C(=O)N(C1CCCCC1)C2 | 0% | 3% | -5% | 1% | -3% | -5% | -4%
Cc1cc(C)c(NC(=O)c2c(C)oc3c2C2=NCCN2C=N3)c(C)c1 | 44% | 0% | 12% | 1% | -2% | 0% | 16%
Cc1cc(C)cc(OCC(=O)Nc2ccc(Cl)c(-c3nc4ncccc4o3)c2)c1 | -14% | 3% | 14% | 0% | -2% | -18% | -12%
COc1ccc(NC(=O)CNC(=O)Cn2ccc3ccccc3c2=O)c(OC)c1 | 0% | -4% | 0% | 0% | -3% | ? | 7%
COc1ccc(C(=O)c2cn(Cc3cccc(C)c3)c3cc4c(cc3c2=O)OCO4)cc1 | -11% | 7% | 2% | -1% | -3% | 0% | -4%

Compound profiles, from the list above. Order of screens: FH mod	GALK inhibitor	p53null 32C tox	B2AR arrestin ag	TSG101-PTAP inh	NTMT1 inhibitor	p53null 39C tox
Entry for Cc1cc(C)cc(OCC(=O)Nc2ccc(Cl)c(-c3nc4ncccc4o3)c2)c1 = -14%	3%	14%	0%	-2%	-18%	-12%
Entry for Cc1cc(C)c(NC(=O)c2c(C)oc3c2C2=NCCN2C=N3)c(C)c1 = 44%	0%	12%	1%	-2%	0%	16%

In the list so far, these contain a thiophene ring, fused or not.
SMILES | FH mod | GALK inhibitor | p53null 32C tox | B2AR arrestin ag | TSG101-PTAP inh | NTMT1 inhibitor | p53null 39C tox
COc1ccc(N2CC(NC(=O)Cc3cccs3)CC2=O)cc1OC (stereo not drawn) | 4% | -1% | 6% | -4% | 3% | 2% | -18%
COc1cc(NC(=O)CCCc2nnc3n(C)c(=O)c4sccc4n23)cc(OC)c1OC | 3% | 0% | 7% | -1% | -9% | -2% | -25%
N#Cc1c(-n2ncnc2-c2ccccc2Cl)sc2c1CCCCC2 | -15% | 0% | 1% | 0% | 0% | 9% | 0%
COC(=O)c1c(NC(=O)c2ccccc2C(=O)O)sc2c1CCCC2 | -19% | 0% | -9% | -2% | 1% | ? | -16%

(listing goes on)
SMILES | FH mod | GALK inhibitor | p53null 32C tox | B2AR arrestin ag | TSG101-PTAP inh | NTMT1 inhibitor | p53null 39C tox
CCCCOc1ccc(Cn2c(=O)oc3ccc(C)cc32)cc1OC | -23% | 4% | 0% | 0% | 0% | -1% | -20%
COc1ccc(-c2nc(CSc3nncn4c3cc3occc34)c(C)o2)cc1 | -8% | 2% | 16% | 1% | 5% | -20% | ?
COc1ccc(OCC(=O)Nc2nnc(S(=O)(=O)N3CCCCCC3)s2)cc1 | 1% | 1% | -1% | 0% | -1% | -12% | -5%
Cc1ccccc1NC(=O)N1CCc2c(sc3c2CCCC3)C1c1ccccc1 (stereo not drawn) | -8% | -2% | 0% | 1% | -4% | -3% | 27%
Cc1ccc(CNC(=O)Cc2c(C)c3cc4c(C)coc4cc3oc2=O)cc1 | -3% | -6% | 3% | -2% | 1% | -9% | -26%
CC(=O)c1ccc(NC(=O)C2CCC(CNS(=O)(=O)c3cccs3)CC2)cc1 (stereo not drawn) | -22% | -7% | -4% | 0% | -3% | 17% | -25%
O=C(NCc1ccccc1F)C1CCN(c2nnc(-n3cccc3)s2)CC1 | 8% | -4% | 3% | 2% | -2% | 0% | -5%
CCOC(=O)N1CCN(CCC(=O)Nc2cccc(F)c2)CC1 | -22% | 2% | 2% | 1% | -3% | 6% | 13%
CCOc1ccc(CN2CCc3nc(N4CCN(c5ccccn5)CC4)ncc3C2)cc1OC | 0% | -1% | 10% | 0% | -3% | 17% | -5%

These rows are one share of the data (hit frequency here may not be typical).
